aSyn UTR inh: 5' untranslated region of α-synuclein, MLPCN primary screen; alpha-synuclein 5'UTR reporter, inhibitor activity; inhibition, % (tested at 7.5 µM); 300,000 compounds, 0.82% hits; in the data active means inhibition above about 60%; inconclusive means no clear call, values can overlap the other calls;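 further: H4 neuroglioblastoma cells stably carrying SNCA 5'UTR luciferase fusion; 0% = DMSO wells and 100% = positive control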
KLF5 inhibitor: inhibitors of KLF5 expression | AID 1700 | inhibition, % at 5 µM | 290,000 compounds, 0.23% hits | DLD-1 KLF5 promoter-luciferase reporter, luminescence;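 active means inhibition above a per-plate limit of that plate's mean compound inhibition plus 3 SD, cut at about 60% in these data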;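 further: 0% = DMSO wells and 100% = LY294002 at 200 µM; higher means less KLF5 promoter-driven luciferase light; inactives centre near -14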
HSF-1 act: increases HSF-1 driven luciferase reporter signal; NIH3T3-HGL HSF-1 luciferase reporter, MG132, 8 h; 100% = twice DMSO control signal; activation, % at 9 µM; 300,000 compounds, 1.7% hits;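 active means mean replicate activation of at least 50% with a set share of replicates each reaching 50%; inconclusive means only one of those two conditions met; inactive means mean below 50% and too few replicates reaching it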;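 further: 0% = median of the neutral control wells and 100% = twice that signal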
GSK3B inh: inhibitors of human GSK3beta kinase | GST-GSK3beta kinase, ADP-Glo luminescence, 60 min; hits give low values | activity score (negative = inhibition), % at 10 µM | 300,000 compounds, 0.038% hits | AID 2097;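 active means more than half of replicate wells score below -50%, meaning over 50% inhibition versus plate controls; inconclusive means some replicates but at most half score below -50%; inactive means no replicate scores below -50%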;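 further: 0% = median DMSO wells and -100% = median GW8510 positive control wells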
Target sequence (P49841 whole entry, looked up): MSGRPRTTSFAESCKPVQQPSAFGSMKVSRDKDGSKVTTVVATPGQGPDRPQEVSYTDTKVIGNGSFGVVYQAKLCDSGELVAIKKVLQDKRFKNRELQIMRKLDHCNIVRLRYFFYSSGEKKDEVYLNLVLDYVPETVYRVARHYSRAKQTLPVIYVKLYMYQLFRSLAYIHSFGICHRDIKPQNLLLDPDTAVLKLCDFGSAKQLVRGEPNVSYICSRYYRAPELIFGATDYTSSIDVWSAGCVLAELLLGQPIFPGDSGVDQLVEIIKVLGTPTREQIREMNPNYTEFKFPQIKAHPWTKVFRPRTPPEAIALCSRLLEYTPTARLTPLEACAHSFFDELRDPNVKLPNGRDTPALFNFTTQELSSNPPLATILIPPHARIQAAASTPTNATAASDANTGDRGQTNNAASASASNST
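Test system: GST-tagged human GSK3beta kinase, cell-free; evaluation: activity score scaled between in-plate DMSO and GW8510 controls; measured by: ADP-Glo luminescence; incubation: 60 min reaction, RT; benchmarks: DMSO and 20 µM GW8510; reagent: peptide substrate plus 25 µM ATP (final); medium: Tris/MgCl2 kinase buffer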
HSF1 inhib: HSF1 inhibition; activity change, negative = inhibition, % at 7.5 µM (by protocol); 300,000 compounds, 0.77% hits; NIH3T3-HGL HSE-luciferase, MG132-induced, luminescence 8 h; hits give low values; AID 2098;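 active means more than half of replicate wells show activity change below -50%, luminescence cut by over half; inconclusive means some wells, but at most half, below -50%; inactive means no replicate well below -50%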;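 further: luciferase reports HSF-1 transcriptional activity via heat shock element; 0% = median of DMSO wells and -100% = zero luminescence signal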
Platelet DG rel: modulates dense granule release in human platelets; human platelet-rich plasma, SFLLRN dense granule ATP release, luminescence; inhibition, %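 (compounds screened at 7.5 µM in platelet-rich plasma)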; 300,000 compounds, 0.22% hits;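 active means mean replicate score, as percent of positive control, at or above 50; inconclusive means mean below 50 but at least one replicate at or above 50; inactive means mean and every replicate below 50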
HSP90 refold inh: HSP90 refolding inhibition in rabbit reticulocyte lysate | luciferase refolding luminescence, 3 h | inhibition, % at 5.6 µM | 290,000 compounds, 0.91% hits;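 active means inhibition above the screen-wide mean plus 3 SD, computed separately per campaign, cut at about 16% in these data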;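 further: 0% = DMSO wells and 100% = 60 µM geldanamycin wells; inhibitors lower the luminescence because luciferase stays unfolded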
Dyrk1A ADPGlo: Dyrk1A (rat) kinase inhibition; ADP-Glo luminescence, NFATc1 peptide; inhibition, % at 12.5 µM; 310,000 compounds, 0.43% hits; in the data active means inhibition above about 50%;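 further: plate controls were vehicle with enzyme for no effect and no enzyme for full effect; many of its hits are not listed in these tables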
IEC-6 cytotox: kills IEC-6 intestinal cells in KLF5 counter-screen; IEC-6 cytotoxicity, luminescence viability; inhibition, % at 5 µM; 290,000 compounds, 0.78% hits; AID 1825; in the data active means inhibition above about 22%;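 further: 0% = plate median of test compound wells and 100% = cytotoxic reference compound wells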
GSK3A inh: blocks human GSK-3 alpha kinase | inhibition, % at 10 µM | P49840 | 320,000 compounds, 0.1% hits | ADP-Glo luminescence, 60 min;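 in the data active means inhibition above about 50%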;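 further: GST-tagged GSK-3 alpha with peptide substrate and 25 µM ATP; 0% = DMSO neutral wells and 100% = GW8510 positive control wells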
Target sequence (P49840 whole entry, looked up): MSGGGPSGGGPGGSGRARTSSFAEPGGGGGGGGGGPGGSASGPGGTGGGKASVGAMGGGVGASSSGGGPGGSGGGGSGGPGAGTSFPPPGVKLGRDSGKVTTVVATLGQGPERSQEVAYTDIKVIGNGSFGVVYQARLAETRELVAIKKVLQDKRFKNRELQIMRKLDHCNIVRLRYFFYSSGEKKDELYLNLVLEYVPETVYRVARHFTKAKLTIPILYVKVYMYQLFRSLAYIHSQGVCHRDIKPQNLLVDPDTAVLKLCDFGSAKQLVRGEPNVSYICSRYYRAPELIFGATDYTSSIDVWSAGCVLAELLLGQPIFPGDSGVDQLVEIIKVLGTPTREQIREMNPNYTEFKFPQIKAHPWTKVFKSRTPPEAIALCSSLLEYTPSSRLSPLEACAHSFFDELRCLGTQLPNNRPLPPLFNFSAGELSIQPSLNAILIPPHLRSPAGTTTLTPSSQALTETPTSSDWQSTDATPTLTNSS
An asterisk follows results filed as active; ? = inconclusive; / = no result given.

mol,aSyn UTR inh,KLF5 inhibitor,HSF-1 act,GSK3B inh,HSF1 inhib,Platelet DG rel,HSP90 refold inh,Dyrk1A ADPGlo,IEC-6 cytotox,GSK3A inh
CCN(CC)S(=O)(=O)c1ccc(NC(=S)NC(=O)C(C)C)cc1,9.2,-9.4,-8.0,-15.0,-1.2,-0.3,-1.2,5.4,1.4,-1.1
CCCn1nnc(NC(=O)c2sc3ccccc3c2Cl)n1,-104.1,-149.5,?,2.3,34.0,8.7,-0.6,-10.8,1.1,-2.4
C/C(Cc1ccccc1)=N\NC(=O)CNC(=O)COc1ccccc1,19.3,-32.0,-2.6,2.1,1.9,12.7,4.7,2.0,6.3,-2.9
COc1ccc(S(=O)(=O)n2nc(OC(=O)C3CCCCC3)cc2N)cc1,-15.2,-14.8,-2.3,1.4,-2.3,-8.6,1.2,-3.9,1.5,-0.3
O=c1c2ccccc2nc(-c2ccccc2)n1Cc1ccco1,-24.4,-34.0,12.1,-5.4,-2.2,-0.8,-1.6,9.0,-3.6,-0.1
NC(=O)CC(NC(=O)Cc1ccc(Cl)cc1)c1ccc(NC2CCCCCC2)c([N+](=O)[O-])c1 (stereo not drawn),10.6,-35.4,-60.9,-1.9,-49.0,0.6,2.7,6.0,3.2,-0.2
CCc1cc(=O)oc2c(CNCc3c(F)cccc3Cl)c(O)ccc12,9.9,-27.8,14.3,2.0,-4.2,7.0,2.6,12.1,-5.5,-0.9
Cc1c(NC(=S)Nc2ccccc2)c(=O)n(-c2ccccc2)n1C,32.3,-7.8,2.7,-7.6,5.1,3.5,1.3,-5.2,4.2,-4.8
CCOc1ccccc1NC(=O)c1ccc2ccccc2c1,-80.7,-86.5,20.3,1.3,10.8,-12.9,-1.5,/,5.0,-2.8
CCCCC(=O)N=c1sc2cc([N+](=O)[O-])ccc2n1C,-38.3,-11.6,7.7,0.6,-11.8,-3.3,-0.5,22.9,2.2,0.6
Cc1ccc2oc(=O)c3cnn(CC(=O)N(Cc4ccco4)C4CCCCC4)c3c2c1,-28.2,6.1,-22.6,0.9,-4.6,-0.3,1.2,2.5,0.0,0.0
COc1cc(C(=O)NC2CC3CCCC(C2)N3CC(=O)Nc2ccccc2)cc(OC)c1OC (stereo not drawn),-13.5,-6.1,19.8,0.1,2.6,-0.1,4.6,17.0,1.6,-2.1
Cc1ccc(C(=O)c2ncc[nH]2)cc1,-44.9,/,2.7,2.8,10.2,4.6,/,6.6,/,0.4
CCC1(CC)C(=O)C2=C3C1[C@H](C(=O)OC)C=C(C(=O)OC)C[C@H]3n1c(=O)n(C)c(=O)n1[C@H]2C (stereo partly drawn),15.3,/,36.0,-0.9,4.6,0.5,/,19.9,/,2.8
O=C(OCc1nnc(-c2ccccc2)o1)c1cccnc1Cl,-26.4,-9.7,25.4,-2.6,-0.2,-0.4,0.7,-1.3,3.1,-1.7
O=C(NCCCN1CCOCC1)c1onc(CSc2ccc(F)c(F)c2)c1C(=O)NCCCN1CCOCC1,12.9,/,7.6,1.8,7.6,-0.8,/,1.1,/,-1.8
CCOC(=O)C1CCN(C(=O)c2cccc(C(=O)N3CCC(C(=O)OCC)CC3)c2)CC1,4.0,0.6,4.2,22.3,-2.7,-1.9,1.0,-21.0,4.8,-1.3
CCCNC(=S)NNC(=O)c1cc(-c2cccnc2)nc2ccccc12,7.2,-35.7,6.1,2.0,4.7,21.8,2.2,14.4,0.9,-2.1
CCn1c(SCC(=O)Nc2oc(-c3ccccc3)c(-c3ccccc3)c2C#N)nnc1-c1ccncc1,-0.5,-13.8,-33.1,1.4,-16.4,6.0,-0.8,-5.7,2.6,-1.2
O=C(O)c1ccc2c(c1)SC1=NS(=O)(=O)CCN12,1.4,-15.9,-7.4,-2.2,-8.7,0.1,-2.1,-2.5,2.5,-1.4
O=C(CN1CCCCC1CO)c1ccc(OC(F)F)cc1 (stereo not drawn),7.0,-10.4,2.1,-1.8,4.3,-6.1,-0.1,8.2,3.5,-1.2
COc1cccc(CNC(=O)CCn2c(=O)c3cccn3c3cccnc32)c1,21.7,-8.1,-2.8,2.1,-1.3,4.6,-0.7,-2.4,-2.2,-2.3
CCc1cccc(C)c1NC(=O)COC(=O)C(NS(=O)(=O)c1ccc(Cl)cc1)C(C)O (stereo not drawn),21.4,-17.6,-4.4,-2.0,1.9,3.1,-1.9,-4.0,1.3,-0.2
CCN(CC)C(=O)CCCOc1ccc(Cl)cc1Cl,-96.1,-8.2,49.7,-2.0,39.4,1.1,-3.1,4.5,2.3,-3.0
O=C(Cc1ccccc1)Nc1ccc(C(=O)Nc2ccc(O)cc2)cc1,27.7,-12.7,-5.9,3.4,1.3,12.5,1.9,-3.3,8.1,1.6
Cc1ccc(OCc2cc(C(=O)N(C)CC3CCOCC3)no2)cc1C,-103.7,-99.1,20.2,1.2,29.4,-37.6,0.6,2.6,-0.2,-0.8
Cc1ccc(C)c(N2CCN(CCCNC(=O)Cn3cccc3C(=O)c3ccccc3)CC2)c1,3.2,-18.7,-2.0,4.0,2.1,-3.2,-0.3,6.4,5.0,0.7
CCCn1cc(NC(=O)C2CC(c3cccc(Br)c3)=NO2)cn1 (stereo not drawn),21.5,-10.4,-8.6,-4.7,14.3,2.5,0.3,-9.9,0.9,-8.9
CCOC(=O)c1oc2nc(CC(C)C)c3c(c2c1N)CCC3,20.0,-15.4,1.6,2.7,-8.8,12.8,-1.8,1.5,1.0,-3.7
Cc1ccc(C23CC4CC(CC(CC(=O)N5CCOCC5)(C4)C2)C3)cc1,2.7,1.4,7.2,9.1,6.5,-3.6,6.6,-0.9,-2.2,-0.6
CN(C)CCOc1cccc(Cl)c1,-3.0,-8.5,2.8,6.8,-8.7,-33.1,1.1,-1.6,0.0,0.9
COc1cc(C2NC(=O)NC(C)=C2C(=O)OCc2ccc(C)cc2)cc(OC)c1OC (stereo not drawn),5.0,-4.4,-3.9,-4.1,-3.2,19.4,1.8,/,9.0,-2.3
COc1cccc(CC2(CO)CCCN(Cc3cnn(-c4ccccc4)c3)C2)c1 (stereo not drawn),18.6,11.2,-4.9,2.1,3.5,8.0,4.2,/,5.6,2.2
COC(=O)c1ccc(CSC(=N)N)o1,26.3,-16.4,-7.5,0.1,-15.5,-27.1,1.9,2.3,8.2,1.7
S=C(Cc1cccnc1)N1CCOCC1,26.5,-5.1,-7.1,-5.3,2.0,12.7,1.7,-2.3,3.4,-1.7
O=C(NCc1cccnc1)NC(C(F)(F)F)C(F)(F)F,-5.3,-22.5,-9.6,-1.5,3.1,4.7,0.4,-0.8,3.4,0.4
CCOC(=O)C1=C(C)N=c2s/c(=C3/C(=O)Nc4ccccc43)c(=O)n2C1c1ccc(C)cc1 (stereo not drawn),-3.6,9.1,3.1,1.1,0.0,1.0,6.8,11.6,2.5,-7.3
O=C(C1CCC(CNS(=O)(=O)c2cccc3nsnc23)CC1)N1CCN(c2ccccn2)CC1 (stereo not drawn),-3.9,-46.5,34.4,0.4,5.4,1.5,-1.2,/,-4.5,-2.7
COc1ccc(CCC(=O)O)c(O)c1,-12.6,/,15.2,1.9,3.1,-3.2,/,21.4,/,-1.3
Cc1ccc(C2C=C(c3ccccc3OC(F)F)Nc3ncnn32)cc1 (stereo not drawn),1.2,-16.1,15.1,-5.2,5.0,-5.3,2.7,4.1,0.5,1.5
O=C(CN1CCN(c2ccc(F)cc2)CC1)Nc1ccc(-n2cnnn2)cc1,12.4,11.0,8.7,1.7,0.1,7.0,8.0,-5.9,0.3,-1.1
O=C(C1CC1)N1CCc2cc(S(=O)(=O)NCCCN3CCCCC3)ccc21,-4.3,-23.8,-8.5,2.3,-2.9,-20.5,1.6,-6.5,-1.1,1.1
C=CCOc1ccccc1/C=c1\sc2nc(=O)c(C)nn2c1=O,20.9,-9.5,-0.5,2.1,2.8,6.1,-0.2,-5.6,0.8,-2.5
COCCN(C(=O)CC1C(=O)NCCN1CC(c1ccccc1)c1ccccc1)C(C)C (stereo not drawn),13.5,-10.2,3.4,-2.2,7.1,-1.8,2.9,-4.6,-0.2,-1.6
CCOc1ccc(N2C(=O)CC(N3CCN(C(=O)CN4CCCC4)CC3)C2=O)cc1 (stereo not drawn),-0.4,-6.1,32.6,1.5,-3.7,-2.3,3.7,-3.0,-3.0,0.8
N#Cc1nc(Cc2ccccc2)oc1NCc1ccccc1,-10.3,-15.8,18.1,-1.9,16.6,-0.5,-0.3,-0.6,1.8,-0.1
Cc1nnsc1C(=O)NNC(=O)c1cccc2ccccc12,14.2,-15.8,18.3,2.2,-8.3,1.7,3.9,/,-4.7,0.3
O=c1ccc(-c2ccc(S(=O)(=O)N3CCCCC3)o2)n[nH]1,0.6,-8.1,-11.9,0.3,-6.3,14.2,-5.7,4.6,-1.4,0.8
COc1ccc(CCN2CC(C(=O)NCCc3cccc(F)c3)CCC2=O)cc1 (stereo not drawn),4.7,-12.8,10.5,0.6,-3.6,1.7,-0.7,4.8,-1.9,/
COc1ccc(CNC(=O)c2nnn(CC(=O)Nc3cc(C)cc(C)c3)c2N)cc1,26.9,-21.7,-59.0,-1.7,-46.3,7.5,-4.0,-4.2,-6.3,-0.2
CCCOc1ccc(N2C(=O)CC(N3CCC(c4nc5ccccc5o4)CC3)C2=O)cc1 (stereo not drawn),40.8,-1.2,-5.3,3.5,-2.3,6.7,-5.0,/,-2.3,-1.0
CC(C)C(=O)Nc1cccc(C(=O)Nc2cc([N+](=O)[O-])ccc2Cl)c1,10.3,-0.4,-1.4,-1.1,-9.0,0.7,-2.5,1.1,-0.6,0.1
CSc1ccc(CN(C)CC(=O)Nc2c(F)cccc2F)cc1,-9.7,-3.8,5.4,-0.3,1.7,-5.1,2.9,/,8.7,-3.0
CC(=O)N(Cc1cccc(Br)c1)c1ccc(N2CCOCC2)c(Cl)c1,-2.7,-15.1,2.7,2.7,4.8,-4.6,0.1,9.5,2.0,/
CCCCn1c(SCC(=O)Nc2nnc(CC)s2)nc2c1c(=O)n(C)c(=O)n2C,26.2,5.6,-6.2,-0.7,-3.9,-18.1,-1.4,6.1,-4.1,-1.5
CCCC(=O)N1N=C(c2ccccc2)CC1c1cn(C)c2ccccc12 (stereo not drawn),-5.5,25.5,2.9,3.5,2.4,0.3,-1.5,3.1,-0.8,-0.3

Compound activity deposited in PubChem by several laboratories.

This is a subset, so the mix of outcomes need not match the whole.
